Source: PubChem BioAssay
NLRP3 yeast inh: NALP3 inflammasome inhibitors in reconstituted yeast, primary screen, luminescence, uHTS. Yeast reconstituted NLRP3/ASC/caspase-1, beta-gal luminescence, 24 h. inhibition, % at 10 µM. hit rate 0.39% among 330,000. AID 2825, 2010;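 active = inhibition of 50% or more; inactive = inhibition below 50%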;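 also: plate controls were induced DMSO wells for no effect and uninduced yeast grown without galactose for full effect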
TIM10 inh: growth inhibitors of isogenic TIM10 control yeast, primary screen, counter-screen for tim10-1 yeast inhibitor project, luminescence, uHTS. S. cerevisiae TIM10 strain growth, BacTiter-Glo luminescence, 24 h. inhibition, % at 10 µM. hit rate 1.4% among 330,000;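 active = inhibition of 40% or more at the single tested concentration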;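 also: wild-type TIM10 isogenic control strain grown at permissive 25 °C; 0% = DMSO yeast wells and 100% = minimal medium wells without yeast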
hIAP inh: human IAP inhibitors, primary screen, biochemical, luminescence, uHTS | purified IAP, CDP-Star luminescence, 30 min | hit rate 0.12% among 330,000 | AID 2544, 2010 | inhibition, % at 10 µM;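 active = inhibition reaching a set limit with compound at 10 µM in the primary screen, cut at about 35% in these data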;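 also: plate controls were DMSO wells with enzyme for no effect and no-enzyme buffer wells for full effect; values of inactives mirror those of a sister screen read the other way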
Target sequence (P09923 whole entry, looked up): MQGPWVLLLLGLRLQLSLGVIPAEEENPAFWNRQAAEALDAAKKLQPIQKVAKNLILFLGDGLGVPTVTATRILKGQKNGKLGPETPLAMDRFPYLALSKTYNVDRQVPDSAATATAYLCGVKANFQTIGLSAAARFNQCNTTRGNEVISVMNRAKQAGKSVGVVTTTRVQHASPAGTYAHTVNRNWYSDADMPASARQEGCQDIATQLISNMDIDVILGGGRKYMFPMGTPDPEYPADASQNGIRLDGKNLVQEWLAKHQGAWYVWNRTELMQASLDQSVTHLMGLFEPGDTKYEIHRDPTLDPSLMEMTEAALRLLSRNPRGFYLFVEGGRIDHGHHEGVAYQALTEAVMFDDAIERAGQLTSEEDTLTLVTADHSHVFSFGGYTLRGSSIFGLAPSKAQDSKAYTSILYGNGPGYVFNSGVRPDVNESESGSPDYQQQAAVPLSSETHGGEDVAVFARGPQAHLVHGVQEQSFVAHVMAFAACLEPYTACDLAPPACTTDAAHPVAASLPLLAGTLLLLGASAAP
Apaf1 inhib: inhibitors of human Apaf-1 apoptosome, primary screen, biochemical, DEVD-Rh110 fluorescence, uHTS | Apoptotic protease-activating factor 1 (Homo sapiens), O14727 | reconstituted apoptosome caspase-3 activity | inhibition, % at 20 µM | hit rate 0.71% among 330,000 | AID 489030, 2010; active = inhibition of at least 40% at 20 µM;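 also: plate controls were DMSO wells for no effect and DEVD-CHO caspase inhibitor wells for full effect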
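Medium: Hepes buffer, pH 7.5 / System: biochemical Apaf-1 apoptosome reconstitution / Measured by: Rh110 fluorescence, excitation 480 nm, emission 540 nm / Times: compound with Apaf-1, dATP, procaspase-3 30 min, then 50 min reaction, room temperature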
tim10-1 inh: growth inhibitors of tim10-1 mutant yeast, primary screen, luminescence, uHTS; S. cerevisiae tim10-1 ts strain growth, BacTiter-Glo, 24 h; inhibition, % at 20 µM; hit rate 2.2% among 330,000;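 active = inhibition of at least 40%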;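 also: mutant grown at 25 °C; 0% = DMSO wells with yeast and 100% = wells holding no yeast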
ATG4B inh: ATG4B protease inhibitors, primary screen, biochemical, fluorescence, uHTS. Cysteine protease ATG4B (Homo sapiens), Q9Y4P1. ATG4B cleavage of LC3-PLA2, NBD-HPC fluorescence, 1 h. inhibition, % at 8.33 µM. hit rate 0.51% among 340,000. AID 504462, 2011; in the data active = inhibition above about 40%
Target sequence (Q9Y4P1 whole entry, looked up): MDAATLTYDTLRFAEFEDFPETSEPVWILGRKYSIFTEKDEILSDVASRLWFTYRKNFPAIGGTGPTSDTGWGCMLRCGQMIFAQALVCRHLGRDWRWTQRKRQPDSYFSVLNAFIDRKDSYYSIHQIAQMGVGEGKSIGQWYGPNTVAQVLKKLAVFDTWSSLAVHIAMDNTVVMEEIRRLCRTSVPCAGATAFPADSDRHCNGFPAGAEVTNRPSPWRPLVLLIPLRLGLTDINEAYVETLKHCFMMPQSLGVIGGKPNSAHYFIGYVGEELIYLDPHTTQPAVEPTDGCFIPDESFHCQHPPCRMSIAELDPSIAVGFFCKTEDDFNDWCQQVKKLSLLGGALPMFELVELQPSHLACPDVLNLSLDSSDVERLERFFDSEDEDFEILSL
mIAP block: inhibitors of mouse IAP, primary screen, biochemical, luminescence, uHTS | AID 2806, 2010 | intestinal alkaline phosphatase [Mus musculus] | inhibition, % at 10 µM | purified mouse IAP, CDP-Star luminescence, 30 min | hit rate 0.2% among 330,000;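 active = inhibition of at least 40% at 10 µM in the primary screen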;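 also: plate controls were DMSO with enzyme for no effect and no enzyme wells for full effect; values of inactives mirror those of a sister screen read the other way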
hIAP activ: human IAP activators, primary screen, biochemical, luminescence, uHTS. hit rate 0.16% among 330,000. Intestinal-type alkaline phosphatase (Homo sapiens), P09923. purified human IAP, CDP-Star luminescence, 30 min; active compounds read high; 1 = vehicle-only enzyme, 0 = enzyme-free background. activation factor at 10 µM;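 active = activation factor of the enzyme at least 2-fold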; also: the source names both 10 and 20 µM as test concentration; values of inactives mirror those of a sister screen read the other way
mIAP activ: activators of mouse IAP, primary screen, biochemical, luminescence, uHTS; intestinal alkaline phosphatase [Mus musculus]; muIAP, CDP-Star luminescence, 30 min; active compounds read high; 1 = vehicle-only enzyme signal, 0 = enzyme-free wells; activation factor at 10 µM; hit rate 0.24% among 330,000; AID 2805, 2010;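 active = activation factor of at least 2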; also: the source names both 10 and 20 µM as test concentration; values of inactives mirror those of a sister screen read the other way
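System: Mouse IAP enzyme | Also added: CDP-Star substrate | Dosing: Compounds dispensed in DMSO | Schedule: 30 min enzyme-substrate-compound incubation at room temperature | Technique: Chemiluminescence readout | Control set: DMSO-only wells and no-enzyme negative control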
* = called active by the depositor.

nr	compound	NLRP3 yeast inh	TIM10 inh	hIAP inh	Apaf1 inhib	tim10-1 inh	ATG4B inh	mIAP block	hIAP activ	mIAP activ
1	O=S(=O)(NC1CCCCC1Oc1ccccc1)c1ccc(Cl)cc1 (centres undefined)	21	39	-9	8	39	26	-18	1.1	1.2
2	O=C(NNC(=O)C1CCN(c2ncccn2)CC1)c1ccc(F)cc1	3	1	5	5	-11	-7	-7	0.95	1.1
3	O=C(Nc1ccc(N2CCCCC2)cc1)c1cc(S(=O)(=O)N2CCOCC2)ccc1F	-1	4	15	3	9	-3	2	0.85	0.98
4	COc1cccc(-c2nnc(N(C)C(=O)C3CCOC3)s2)c1 (centres undefined)	5	7	6	15	6	-8	-9	0.94	1.1
5	Cc1occc1C(=O)NCc1ccccc1F	9	5	21	-16	10	2	0	0.79	1
6	O=C(O)c1cccc(NC(=O)C23CC4CC(C2)CC(n2cnc(Cl)n2)(C4)C3)c1	0	4	1	-1	13	4	-1	0.99	1
7	COc1cc(/C=C2/NC(=O)NC2=O)cc(Br)c1OCc1ccccc1	4	-3	-39	6	-11	-12	6	1.4	0.94
8	CNC(=O)CSc1nnc(-c2ccco2)n1-c1ccccc1	4	1	-6	-18	0	-6	10	1.1	0.91
9	CN(CC(=O)Nc1ccccc1Cl)C(=O)CN1C(=O)C2CC=CCC2C1=O (centres undefined)	-10	-1	11	-12	-6	-2	2	0.89	0.98
10	O=C(Nc1ccccc1)[C@@H]1CC=C[C@@H]2CCN(C3CCCCC3)C(=O)[C@@H]21	3	13	8	2	25	-10	3	0.92	0.97
11	CCn1c(=O)c(C(=O)NCc2ccc(F)cc2)c(O)c2ccccc21	15	-6	10	5	-12	0	9	0.91	0.91
12	CC(C)(C)N(Cc1ccccc1)C(=O)COC(=O)CN1C(=O)NC2(CCCC2)C1=O	1	3	0	9	-8	0	6	1	0.94
13	COCCOc1ccc(C(F)(F)F)cc1NC(=O)c1ccccc1F	-1	6	12	3	6	-3	4	0.88	0.96
14	COc1ccccc1N1CCN(c2nnc(-c3ccc(F)cc3)c3ccccc23)CC1	14	19	-3	25	14	-8	3	1	0.97
15	COc1cc(S(=O)(=O)NC(C)C)ccc1Cl	15	-10	13	4	17	1	-1	0.87	1
16	CN(C)CCCN(C(=O)c1ccco1)c1nc2c(F)cc(F)cc2s1	9	-3	-2	-7	9	2	5	1	0.95
17	COc1ccc(C(=O)N/C(=C\c2ccccc2)C(=O)NC(CC(C)C)C(=O)O)cc1 (centres undefined)	-9	8	1	0	7	-10	0	0.99	1
18	C#CCOc1ccc(/C=C2/C(=O)NN(c3ccccc3)C2=O)cc1OC	27	-18	15	6	-61	4	6	0.85	0.94
19	CC1CCN(S(=O)(=O)c2cc(Br)cc(C(=O)NC3=NCCS3)c2)CC1	-2	41*	2	25	46*	-4	10	0.97	0.9
20	O=S(=O)(Nc1cccc(-n2cnnn2)c1)c1ccccc1F	20	4	12	3	3	0	6	0.88	0.94
21	Cc1ccc(N(CC(=O)N2CCCC2)S(C)(=O)=O)c(C)c1	5	-2	-16	-15	7	-4	4	1.2	0.96
22	Cc1nc(N2CCN(Cc3ccc4c(c3)OCO4)CC2)nc2c1C(=O)CC(c1ccco1)C2 (centres undefined)	10	9	-8	14	2	-4	5	1.1	0.95
23	O=S(=O)(c1ccc(F)cc1)N1CCC(O)(c2ccc3c(c2)OCO3)CC1	28	14	8	1	15	9	-1	0.92	1
24	O=S(=O)(Nc1cccc2ccccc12)N1CCCC1	1	11	5	5	5	-9	-3	0.95	1
25	O=C(Nc1cccc(O)c1)C(=O)Nc1ccccn1	23	16	-18	-3	-8	8	5	1.2	0.95
26	O=C(c1cc(-c2ccc(Br)cc2)on1)N1CCCCCC1	13	12	13	2	10	-2	11	0.87	0.89
27	CCN(C(=O)c1cc(Cl)ccc1Cl)C1CCS(=O)(=O)C1 (centres undefined)	10	-7	-18	5	-11	-3	-11	1.2	1.1
28	CSc1ccc(CNCC(O)c2ccccc2)cc1 (centres undefined)	8	-3	4	0	-15	25	12	0.96	0.88
29	O=C(O)c1ccc(Cl)c(S(=O)(=O)Nc2ccccc2Cc2ccccc2)c1	14	8	11	11	-5	-9	9	0.89	0.91
30	CCOC(=O)c1c(C)c2c(=O)[nH]cnc2n1-c1ccccc1	28	14	2	58*	-8	5	8	0.98	0.92
31	Cc1ccc(C(C)C)c(OCc2nnc(SCC(=O)Nc3nccs3)n2C)c1	10	-14	-18	11	17	10	1	1.2	0.99
32	Cc1c(C(=O)NNc2c(Cl)cccc2Cl)n(C)oc1=O	11	1	0	-23	6	-3	2	1	0.98
33	O=C(NCCN1CCOCC1)C1CCC(CNS(=O)(=O)c2ccc(Cl)cc2)CC1 (centres undefined)	-11	-8	0	-1	-7	4	5	1	0.95
34	COc1ccc(S(=O)(=O)N2CCOCC2)cc1NC(=O)c1cc(=O)[nH]c2ccccc12	5	10	8	-1	-14	1	8	0.92	0.92
35	COc1ccc(CNC(=O)c2cccc(-c3ccc(C)c4ccccc34)n2)cc1	21	1	-1	21	22	-5	6	1	0.94
36	CCc1cccc(CC)c1NC(=O)C1CC(=O)N(c2ccc3c(c2)OCCO3)C1 (centres undefined)	17	4	-10	-18	11	-5	-17	1.1	1.2
37	CCC/C(O)=C1\C(=O)CCCC1=NCCc1c(C)[nH]c2ccc(C)cc12	-20	7	-2	-11	14	-3	2	1	0.98
38	O=C(CSc1ccc(Cl)cc1)Nc1cccc(-c2nnc(-c3ccco3)o2)c1	12	-8	-4	4	14	-11	7	1	0.93
39	COC(=O)C1=CN(c2ccc(F)cc2)C=C(C(=O)OC)C1c1ccc([N+](=O)[O-])cc1	-10	2	13	18	7	2	9	0.87	0.91
40	Cc1ccc(CN2C(=O)CCC2C(=O)NCCN2CCOCC2)cc1 (centres undefined)	27	5	9	5	12	-7	7	0.91	0.93
41	CCOC(=O)C1=C(C)N(CCC(=O)O)C(=O)NC1c1ccccc1Cl (centres undefined)	7	4	-1	-7	-5	5	-6	1	1.1
42	COCc1ccc(C(=O)NC2CC(C)(C)Cc3c2cnn3-c2ccc(OC)cc2)o1 (centres undefined)	11	6	0	-8	17	-3	2	1	0.98
43	O=C(CS(=O)(=O)c1ccccc1)N1CCc2ccccc21	6	14	12	3	11	-7	6	0.88	0.94
44	O=C(CSc1nc2c(cnn2-c2ccccc2)c(=O)[nH]1)c1ccc(Cl)cc1	1	13	12	-6	9	7	13	0.88	0.87
45	CC1CCCCC1NC(=O)CSc1nnnn1C (centres undefined)	8	-8	-15	12	-4	2	-5	1.2	1.1
46	CCC(C)N1C(=O)N(C)C2NC(=O)NC21 (centres undefined)	-5	8	-3	-16	7	5	7	1	0.93
47	Cn1c(SCC(=O)N2CCOCC2)nnc1-c1ccc(Cl)cc1Cl	11	-8	-3	-4	12	-11	3	1	0.97
48	Cc1ccc2c(c1)Oc1ccc(NC(=O)CCCl)cc1C(=O)N2	8	25	-7	6	35	-2	8	1.1	0.92
49	Cc1cccc(C(CC(=O)NCc2ccco2)c2ccccc2)c1O (centres undefined)	-12	4	0	-2	-4	2	-5	1	1.1
50	C/C(=N\NC(=O)c1ccccc1O)C1C(=O)c2ccccc2C1=O	87*	73*	-18	26	54*	23	19	1.2	0.81
51	CCOC(=O)/C(C#N)=C/c1cn(CCC(=O)O)nc1-c1ccc(Br)cc1	1	2	0	-4	2	-14	5	1	0.95
52	CSc1nc(-c2ccc(C)cc2)nc(C(Cl)Cl)n1	1	-8	-16	0	8	-5	10	1.2	0.9
53	O=[N+]([O-])c1cnn(-c2nc(-c3ccco3)cc(C(F)(F)F)n2)c1	11	5	5	-20	8	-6	9	0.95	0.91
54	CN(C)/C=C1\N=C(c2ccc(Cl)cc2Cl)OC1=O	39	-14	5	0	27	1	0	0.95	1
55	Cc1c(Cl)cccc1NC(=S)NCC(c1cccnc1)N(C)C (centres undefined)	11	4	16	-8	12	5	-3	0.84	1
56	CC1CCN(Cc2nc3c(c(=O)n(C)c(=O)n3C)n2CCCc2ccccc2)CC1	9	19	11	4	18	-6	-4	0.89	1
57	CC(C)C(=O)Nc1c(-c2cccc(Cl)c2)c(=O)c2ccccc2n1C	12	7	-4	6	24	-1	-16	1	1.2
58	C/C=C(\C)C(=O)N1CC2(CC(c3cccc(NC(=O)CCCCC)c3)=NO2)C[C@@H]1C(N)=O (some centres undefined)	18	-11	-6	-11	-8	-1	-1	1.1	1
59	CN(CC(=O)O)S(=O)(=O)c1cc(Cl)ccc1Cl	1	-3	-10	3	4	-8	-8	1.1	1.1

Records 58 to 59 of the list above:
nr	compound	NLRP3 yeast inh	TIM10 inh	hIAP inh	Apaf1 inhib	tim10-1 inh	ATG4B inh	mIAP block	hIAP activ	mIAP activ
58	C/C=C(\C)C(=O)N1CC2(CC(c3cccc(NC(=O)CCCCC)c3)=NO2)C[C@@H]1C(N)=O (some centres undefined)	18	-11	-6	-11	-8	-1	-1	1.1	1
59	CN(CC(=O)O)S(=O)(=O)c1cc(Cl)ccc1Cl	1	-3	-10	3	4	-8	-8	1.1	1.1
